HKDC1 inhibitor: blocks human hexokinase HKDC1 activity; Q2TB90; recombinant HKDC1, G6PDH/diaphorase resazurin coupled fluorescence; inhibition, % at 20 µM; 340,000 tested, 0.16% active;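 active means inhibition above about 35% when tested at 20 µM, limit read from the data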;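 further: plate controls were DMSO wells with enzyme for no effect and DMSO wells lacking enzyme for full effect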
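Test system: recombinant HKDC1 (HK5) hexokinase enzyme, produced in-house / Doses: 20 µM test compound, 1% DMSO / Timing: 90 min, room temperature / Detection: G6PDH/diaphorase-coupled fluorescence, 1 mM NADP, 100 µM resazurin, 525/613 nm / Control set: DMSO wells with and without enzyme mix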
PfG6PD inh: PfG6PD (Plasmodium falciparum) enzyme inhibition. AID 504690. inhibition, % at 20 µM. PfGluPho enzyme, NADPH resazurin-diaphorase fluorescence. 350,000 tested, 0.78% active;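 active means inhibition reaching at least a set limit at 20 µM in the primary screen, cut at about 59% in these data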;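 further: 0% = DMSO wells with substrate and 100% = DMSO wells lacking glucose-6-phosphate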
APOBEC3A inh: inhibitors of human APOBEC3A DNA deaminase. P31941. recombinant A3A, FAM/TAMRA ssDNA deamination fluorescence. inhibition, % at 20 µM. 330,000 tested, 0.41% active. AID 493011;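 active means at least 40% inhibition at 20 µM here, with at most 30% in a related deaminase screen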;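 further: plate controls were A3A with DMSO for no effect and wells lacking A3A enzyme for full effect; some results filed as inactive read as strong as hits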
Target sequence (P31941 whole entry, looked up): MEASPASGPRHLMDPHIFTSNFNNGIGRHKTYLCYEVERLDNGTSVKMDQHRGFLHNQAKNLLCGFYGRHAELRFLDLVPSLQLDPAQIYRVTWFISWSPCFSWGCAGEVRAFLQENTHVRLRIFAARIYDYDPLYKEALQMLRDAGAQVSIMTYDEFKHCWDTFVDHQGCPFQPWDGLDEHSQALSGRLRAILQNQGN
mIAP block: blocks mouse intestinal alkaline phosphatase; inhibition, % at 10 µM; 330,000 tested, 0.2% active; purified mouse IAP, CDP-Star luminescence, 30 min;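 active means inhibition of at least 40% at 10 µM in the primary screen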;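 further: plate controls were DMSO with enzyme for no effect and no enzyme wells for full effect; values of inactives mirror those of a sister screen read the other way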
ATG4B inh: inhibitors of human ATG4B cysteine protease; ATG4B cleavage of LC3-PLA2, NBD-HPC fluorescence, 1 h; inhibition, % at 8.33 µM; 340,000 tested, 0.51% active; AID 504462; in the data active means inhibition above about 40%
hIAP block: human IAP inhibition | purified IAP, CDP-Star luminescence, 30 min | P09923 | inhibition, % at 10 µM | 330,000 tested, 0.12% active;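 active means inhibition reaching a set limit with compound at 10 µM in the primary screen, cut at about 35% in these data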;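 further: plate controls were DMSO wells with enzyme for no effect and no-enzyme buffer wells for full effect; values of inactives mirror those of a sister screen read the other way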
Target sequence (P09923 whole entry, looked up): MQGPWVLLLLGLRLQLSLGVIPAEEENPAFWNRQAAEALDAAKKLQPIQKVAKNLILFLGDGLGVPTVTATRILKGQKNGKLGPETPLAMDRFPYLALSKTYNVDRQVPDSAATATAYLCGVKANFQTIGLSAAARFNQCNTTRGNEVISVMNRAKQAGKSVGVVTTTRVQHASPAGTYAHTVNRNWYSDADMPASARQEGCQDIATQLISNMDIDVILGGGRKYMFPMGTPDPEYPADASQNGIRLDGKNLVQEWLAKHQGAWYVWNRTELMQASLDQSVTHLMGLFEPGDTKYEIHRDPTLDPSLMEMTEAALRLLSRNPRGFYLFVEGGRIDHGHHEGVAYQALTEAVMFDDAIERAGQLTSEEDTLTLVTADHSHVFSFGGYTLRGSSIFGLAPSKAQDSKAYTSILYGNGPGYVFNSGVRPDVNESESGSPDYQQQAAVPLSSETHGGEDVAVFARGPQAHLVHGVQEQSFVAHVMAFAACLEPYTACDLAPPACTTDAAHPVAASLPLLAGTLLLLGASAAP
mIAP act: increases mouse intestinal alkaline phosphatase activity; muIAP, CDP-Star luminescence, 30 min; active compounds read high; 1 = vehicle-only enzyme signal, 0 = enzyme-free wells; activation factor at 10 µM; 330,000 tested, 0.24% active; AID 2805;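 active means activation factor of at least 2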; further: the source names both 10 and 20 µM as test concentration; values of inactives mirror those of a sister screen read the other way
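Assay system: mouse IAP enzyme / Compound: DMSO-dissolved test compounds / Timing: 30 min, room temperature / Measured by: luminescence from enzymatic CDP-Star hydrolysis / Control set: DMSO-only wells, enzyme-free buffer wells as negative control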
hIAP act: human IAP activation; P09923; purified human IAP, CDP-Star luminescence, 30 min; active compounds read high; 1 = vehicle-only enzyme, 0 = enzyme-free background; activation factor at 10 µM; 330,000 tested, 0.16% active; AID 2524;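 active means activation factor of the enzyme at least 2-fold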; further: the source names both 10 and 20 µM as test concentration; values of inactives mirror those of a sister screen read the other way
Active calls of the source: *; · = not tested or not shown. A portion of the library, so the mix of outcomes need not match the whole.

SMILES	HKDC1 inhibitor	PfG6PD inh	APOBEC3A inh	mIAP block	ATG4B inh	hIAP block	mIAP act	hIAP act
O=[N+]([O-])/C=C1/NCCN1Cc1ccc(Cl)nc1	-9	-12	-3	3	-2	4	0.97	0.96
CC(C)OC12Oc3ccccc3C=C1N1CCC2CC1 (centres undefined)	-1	-1	3	-1	-1	-5	1	1.1
COc1cc2c(cc1OC)[C@H]1C(=O)c3ccc4c(c3O[C@H]1CO2)C[C@@H](C(C)(C)O)O4	12	10	-1	-1	-9	2	1	0.98
c1ccc(C2NCCc3[nH]cnc32)cc1 (centres undefined)	-6	9	1	-4	-6	14	1	0.86
N=C1c2ccccc2CN1NC(=O)c1ccc(Cl)cc1	-2	10	-2	3	-5	7	0.97	0.93
c1cncc(CNC2=NCCCCC2)c1	-6	-3	-6	-2	-17	-13	1	1.1
COC(=O)C1=C(c2cccc(OC)c2OC)C[C@@H]2CC[C@H]1N2C(=O)NCc1ccco1	-3	-4	4	-6	-11	-3	1.1	1
Cc1cccc(NC(=O)N2CCCC2)c1	-9	-10	-5	-10	-14	-42	1.1	1.4
Nc1c(C(=O)OCc2ccccc2)c2nc3ccccc3nc2n1Cc1cccs1	-4	16	-3	-1	10	-8	1	1.1
COc1ccc(-n2c(O)c(C=NCCN3CCN(C(C)=O)CC3)c(=O)[nH]c2=S)cc1	-4	-6	-2	1	1	-3	0.99	1
CCOc1cccc(CNCCc2c(C)[nH]c3ccc(OC(F)(F)F)cc23)c1O	6	23	0	4	-6	-41	0.96	1.4
COC(=O)C1=C(c2cccc(OCc3ccccc3)c2)C[C@@H]2CC[C@H]1N2C(=O)NCc1ccc(OC)cc1	-2	18	2	-14	-3	7	1.1	0.93
c1csc(CN2CCNCC2)c1	-4	-1	-6	2	-2	-4	0.98	1
CCCCn1c(O)c(C(C)=NCC2CCCO2)c(=O)[nH]c1=O (centres undefined)	-6	-10	1	20	-5	-5	0.8	1.1
O=c1[nH]c(=O)n(Cc2ccco2)c(O)c1C=NC1CCN(Cc2ccccc2)CC1	-1	-13	-3	1	-1	2	0.99	0.98
COc1cc(OC)c2c(c1)OCC1CON(C)C21 (centres undefined)	-2	-10	-3	2	3	5	0.98	0.95
COC(=O)C1=C(c2ccc(-c3ccccc3)c(F)c2)C[C@@H]2CC[C@H]1N2C(=O)NCCO	2	-8	1	6	3	-4	0.94	1
COc1ccc(OCC(=O)N2CCN(C(C)C)CC2)cc1	-1	3	-3	16	0	-6	0.84	1.1
COc1cccc(CN2CCNCC2)c1	2	-19	0	-4	11	11	1	0.89
COc1ccccc1N1CCN(Cc2ccc(Br)s2)CC1	-6	-1	-1	7	-4	6	0.93	0.94
CN(Cc1ccccc1)C(=C(Cl)Cl)/C(=C1/NCCN1Cc1ccc(Cl)nc1)[N+](=O)[O-]	-1	-14	0	18	-7	-14	0.82	1.1
Cc1ccsc1C(=O)C1CCCN(Cc2ccccc2O)C1 (centres undefined)	-3	-4	-10	-6	8	12	1.1	0.88
Cc1cc(=O)[nH]c(CCl)n1	-10	10	6	-12	-1	-13	1.1	1.1
O=c1[nH]c(=O)n(-c2ccc(Br)cc2)c(O)c1C=NCCN1CCCCC1	-5	-5	-3	-2	-3	-18	1	1.2
COC(=O)C1C2c3ccccc3OC1(C)N=c1s/c(=C/c3cnn(C)c3C)c(=O)n12 (centres undefined)	-16	0	1	1	-11	7	0.99	0.93
CNS(=O)(=O)c1ccc(-c2ccc(C=C3C(=O)NC(=O)NC3=O)o2)cc1	3	81*	3	19	3	9	0.81	0.91
Cc1c2cnn(CC(=O)N3CCC4(CC3)OCCO4)c(=O)c2c(C)n1Cc1ccccc1	-4	7	2	-7	-1	7	1.1	0.93
C[N+]1(C)C2CC(OC(=O)C(CO)c3ccccc3)CC1C1OC12 (centres undefined)	0	-8	-2	-5	10	3	1.1	0.97
O=C(CCN1CCOCC1)Nc1ccc(Br)cc1C(=O)c1ccccc1	5	9	2	6	4	24	0.94	0.76
CCCCCCCn1c(=O)c(C(=O)Nc2cnccn2)c(O)c2ccccc21	5	-1	0	13	5	5	0.87	0.95

Entries of single compounds, quoted from the list.
Cc1cccc(NC(=O)N2CCCC2)c1 across the screens: HKDC1 inhibitor: -9; PfG6PD inh: -10; APOBEC3A inh: -5; mIAP block: -10; ATG4B inh: -14; hIAP block: -42; mIAP act: 1.1; hIAP act: 1.4
Nc1c(C(=O)OCc2ccccc2)c2nc3ccccc3nc2n1Cc1cccs1 across the screens: HKDC1 inhibitor: -4; PfG6PD inh: 16; APOBEC3A inh: -3; mIAP block: -1; ATG4B inh: 10; hIAP block: -8; mIAP act: 1; hIAP act: 1.1

Additional entries.
SMILES	HKDC1 inhibitor	PfG6PD inh	APOBEC3A inh	mIAP block	ATG4B inh	hIAP block	mIAP act	hIAP act
C[C@]12CCC3C(CC[C@H]4C[C@H](OC(=O)c5cccnc5)CC[C@]34C)C1CCC2=O (some centres undefined)	11	-9	-4	0	10	-10	1	1.1
CCC(=O)N1CC(=O)Nc2ccc(Cl)cc2C1c1ccc(F)cc1 (centres undefined)	-2	13	-1	35	-1	4	0.65	0.96
O=c1[nH]c(=S)n(CCC2=CCCCC2)c(O)c1C=NC1CCN(Cc2ccccc2)CC1	-5	4	-2	8	-9	8	0.92	0.92
O=C(C1CCN(S(=O)(=O)N2CCOCC2)CC1)N1CCC2(CC1)OCCO2	5	-19	4	-5	7	5	1.1	0.95
COc1ccc(CC2c3cc(OC)c(OC)cc3CCN2C)cc1OC (centres undefined)	1	38	0	2	-11	6	0.98	0.94
CC(C)CCNC(=O)c1c(N)n(Cc2ccc3c(c2)OCO3)c2nc3ccccc3nc12	8	33	-1	-13	4	5	1.1	0.95
Fc1ccccc1N1CCN(Cc2ccc3c(c2)OCO3)CC1	2	-8	-1	-12	9	10	1.1	0.9
Cn1ncnc2c(=O)n(C)c(=O)nc1-2	69*	122*	-2	-7	86*	-3	1.1	1
CCCC(=O)NC(Oc1ccccc1Cl)C(Cl)(Cl)Cl (centres undefined)	-7	0	2	-4	4	-8	1	1.1
FCCN(CCF)c1cccc(Cl)c1	-2	5	-1	6	-3	-3	0.94	1
OCCOCC#CCN1CCOCC1	-9	1	-2	2	2	2	0.98	0.98
O=C(Cc1ccc(Cl)c(Cl)c1)NCC1(N2CCOCC2)CCCCC1	11	-15	-1	-6	-8	2	1.1	0.98
Cn1c(O)c(/C=C/C=Nc2ccccc2)c(=O)n(C)c1=O	-1	4	-3	4	-11	15	0.95	0.85
CCC(C(=O)N1CCC2(CC1)OCCO2)n1c2ccccc2c2nc(=O)cc(C)n21 (centres undefined)	1	-23	-5	4	-2	-20	0.96	1.2
Cc1ccc(N)c(C(=O)c2ccccc2)c1	-5	20	-4	17	-10	5	0.83	0.95
Nc1ccc(C2(c3ccc(N)cc3)c3ccccc3-c3ccccc32)cc1	-1	-19	0	6	-12	-4	0.94	1
CCOC(=O)c1ccccc1N	2	7	0	11	-5	-6	0.89	1.1
COc1ccc(NC(=O)N2C[C@@H]3C[C@@H](C2)c2cccc(=O)n2C3)c(OC)c1	-8	3	-2	2	-13	9	0.98	0.91
COCCNC(=O)c1ccc(N2CC3CC(C2)c2cccc(=O)n2C3)c([N+](=O)[O-])c1 (centres undefined)	-11	19	-9	-6	0	0	1.1	1
Cn1c(=O)n(C)c2cc([N+](=O)[O-])c(N3CCNCC3)cc21	4	-9	1	4	-1	10	0.95	0.91
COC(=O)C1=C(c2cccc(C#N)c2)C[C@@H]2CC[C@H]1N2C(=O)N1CCC(O)CC1	-9	1	-2	10	4	-2	0.9	1
O=C1c2ccccc2C2(c3ccc(Cl)cc3)NCCN12 (centres undefined)	2	1	2	-12	-15	9	1.1	0.91
CN(C)CCN=Cc1c(O)n(Cc2ccc3c(c2)OCO3)c(=S)[nH]c1=O	0	-20	-2	5	-3	-14	0.95	1.1
COc1cccc(-n2c(O)c(C=NCCN3CCOCC3)c(=O)[nH]c2=O)c1	-10	4	0	-5	-2	-9	1.1	1.1
CSc1nnc(OC(=O)N(C)C)n1-c1ccc(Cl)cc1	-6	5	-4	1	3	-1	0.99	1
Cc1ccc(-c2nn(Cc3ccccc3)cc2C=O)cc1	-7	1	3	8	48*	7	0.92	0.93
O=[N+]([O-])c1cc(F)c(N2CCCC2)cc1N1CCNCC1	·	·	-2	7	·	2	0.93	0.98
Cc1cc(N2CCOCC2)nc2ccc(NC(=O)CCC(=O)N3CCC4(CC3)OCCO4)cc12	1	1	-2	-2	-9	10	1	0.9
CCOC(=O)C1CCN(/C=C2/C(=O)NC(=O)N(Cc3ccco3)C2=O)CC1	4	-9	22	-12	1	-9	1.1	1.1
COc1ccc(C(=O)N/N=C/C23CC[C@@H](O)CC2(O)CC[C@@H]2[C@@H]3CCC3(C)C(C4=CC(=O)OC4)CCC23O)cc1 (some centres undefined)	0	1	-8	-12	-11	-14	1.1	1.1
CCCCOC(=O)c1ccccc1C(=O)OCCCC	2	-12	-2	-3	6	2	1	0.98
CCOc1ccccc1-n1c(O)c(C=NCc2ccc3c(c2)OCO3)c(=O)[nH]c1=O	5	-4	-2	0	-6	-1	1	1
Cc1ccc(OCC(=O)N2CCN(Cc3cccnc3)CC2)cc1	4	2	3	8	-6	9	0.93	0.91
O=C(NCCN1CCCCC1)c1ccc(Cl)nc1Cl	-11	-6	1	-18	7	-14	1.2	1.1
Cc1ccc(-c2nc3ccccc3c(=O)n2-n2cccc2)cc1	1	-10	1	1	5	-4	0.99	1
COc1ccccc1CC1C(=O)C2CCN1CC2 (centres undefined)	-7	-4	0	12	-4	17	0.88	0.83
COc1ccc(-c2nn(CCC#N)cc2C(=O)NCc2ccccc2)cc1[N+](=O)[O-]	-4	-5	-3	-2	-7	-1	1	1
COc1ccc(N2C(=O)/C(=C/c3ccc(C)o3)C(=O)NC2=S)cc1	12	23	16	14	4	-3	0.86	1
COc1ccc(S(=O)(=O)NC(CC(=O)N2CCC3(CC2)OCCO3)C(C)C)cc1 (centres undefined)	-14	17	-2	10	-11	-9	0.9	1.1
Nc1nonc1OCCCCOc1nonc1N	-1	-15	-4	8	4	8	0.92	0.92
Cc1ccc(-c2nc3ccccc3c(=O)n2-c2cccnc2)cc1	-1	-12	0	-14	-3	-25	1.1	1.3
CCCCC1(CCCC)C(=O)NC(=Nc2cccc(C)c2)NC1=O	-2	-5	0	-1	-10	-7	1	1.1
O=S(=O)(NC1CCCCC1)OCC(Cl)(Cl)Cl	-4	1	-4	-4	5	-16	1	1.2
CCOP(=O)(OCC)C(NC(=O)c1ccc(OC)cc1)C(Cl)(Cl)Cl (centres undefined)	-3	-12	-1	1	-2	-7	0.99	1.1
COC(=O)C1=C(c2ccc(OC(F)(F)F)cc2)C[C@@H]2CC[C@H]1N2C(=O)NCc1cc(C)oc1C(F)(F)F	-4	-14	1	-9	0	-12	1.1	1.1
COC(=O)c1ccc(NC(=O)CSc2nc3ccc(N4C(=O)C5C6C=CC(C6)C5C4=O)cc3s2)cc1 (centres undefined)	-2	12	-3	0	-12	-6	1	1.1
Cc1ccc(NC(=O)CN2C(=O)CN=C(c3ccccc3)c3cc(Cl)ccc32)cc1	1	8	-3	2	-7	-10	0.98	1.1
COc1ccccc1-n1c(O)c(C=NC2CC2)c(=O)[nH]c1=O	-7	-10	-4	-7	-3	-22	1.1	1.2
O=C1NC(=O)C(CCc2ccncc2)(CCc2ccncc2)C(=O)N1CCc1ccccc1	-2	0	0	-7	-8	-16	1.1	1.2

Screening data deposited in PubChem by Sanford-Burnham Center for Chemical Genomics.
